Assay outcomes deposited in PubChem BioAssay by several laboratories.
HMGR II inh: inhibitors of E. faecalis class II HMGR, primary screen, biochemical, Enterococcus faecalis; purified E. faecalis HMGR, NADPH absorbance 340 nm kinetic; inhibition, % at 10 µM; 190,000 tested, 0.41% active; AID 1066, 2008;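 active = inhibition above a set limit, the median over all tested compounds plus 3 SD, cut at about 9.5% in these data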;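 note: enzyme runs in reverse so mevalonate oxidation gives rising NADPH absorbance; 0% = complete reaction with DMSO and 100% = background rate lacking mevalonate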
RAM inhibit: inhibitors of the yeast RAM network, primary screen, dse1pr::URA3 reporter, 5-FOA selection. inhibition, % at 50 µM. AID 868, 2007. S. cerevisiae dse1pr::URA3 reporter, 5-FOA growth OD615, 2 d; analog-sensitive cbk1-as2 kinase mutant strain. 190,000 tested, 1.8% active;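 active = inhibition above a set limit, 3 SD over mean compound inhibition, cut at about 8.4% in these data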;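 note: 0% = DMSO-only wells with no growth and 100% = 10 µM 1-NA-PP1 full growth; inhibition rescues growth on 5-FOA so higher OD means more RAM inhibition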
bIAP inhibitor: bovine intestinal alkaline phosphatase inhibitors, primary screen, selectivity assay for TNAP inhibitor project, biochemical, bovine IAP, CDP-star luminescence; alkaline phosphatase, intestinal [Bos taurus]; purified bovine IAP, 30 min; inhibition, % at 20 µM; 190,000 tested, under 10 active; AID 1019, 2008;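 active = over 50% inhibition of intestinal alkaline phosphatase at 20 µM in the single-dose screen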
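System: purified bovine intestinal alkaline phosphatase (IAP) enzyme; Input: IAP diluted 1/65,000,000 in the well; Measured by: CDP-star luminescence signal; Compound dosing: 20 µM single dose; Incubation: 30 min reaction at room temperature.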
DTT redox prof: compounds producing H2O2 with reducing agent – biochemical, NIH compound library profiling, artefact control for MLSCN library redox annotation, primary screen; DTT-dependent redox cycling H2O2, phenol red/HRP absorbance; 100% = 100 µM peroxide control, 0% = buffer; activation, % at 10 µM; 200,000 tested, 0.03% active;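 active = activation of at least 50% relative to the plate's high and low controls in the primary single-dose screen; inactive = activation below 50%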;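 note: compound incubated with DTT at 0.8 mM final as the reducing agent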
PPARg SRC2 recr: agonists of PPARg-SRC-2 recruitment, primary screen, biochemical, HTS | Peroxisome proliferator-activated receptor gamma (Homo sapiens), P37231 | 200,000 tested, 0.34% active | activation, % at 8 µM | PPARgamma LBD-SRC-2 recruitment; in the data active = activation above about 22%;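 note: 0% = vehicle and 100% = reference agonist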
SRC2 TRFRET art: TR-FRET signal artefacts, primary screen, artefact control for PPARgamma SRC-2 agonist project, biochemical; TR-FRET artefact counter-screen; hits give high values; TR-FRET ratio at 8 µM; 200,000 tested, 0.4% active; in the data active = TR-FRET ratio above about 2000; note: inactives centre near 1500
S1P3 antag: S1P3 receptor antagonists, primary screen, cell-based | 170,000 tested, 0.27% active | inhibition, % at 4.98 µM | Sphingosine 1-phosphate receptor 3 (Homo sapiens), Q99500 | CHO S1P3 NFAT-BLA reporter, FRET fluorescence, antagonist mode;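 active = inhibition above the plate cutoff, the mean inhibition of test wells on that plate plus 3 SD, cut at about 28% in these data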;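 note: cells challenged with S1P at its EC80 of 0.8 µM; blue over green emission ratio from cleaved BLA substrate after 4 h stimulation; 0% = S1P-stimulated wells and 100% = unstimulated DMSO-only wells; some compounds past the cut are filed as inactive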
Target sequence (Q99500 whole entry, looked up): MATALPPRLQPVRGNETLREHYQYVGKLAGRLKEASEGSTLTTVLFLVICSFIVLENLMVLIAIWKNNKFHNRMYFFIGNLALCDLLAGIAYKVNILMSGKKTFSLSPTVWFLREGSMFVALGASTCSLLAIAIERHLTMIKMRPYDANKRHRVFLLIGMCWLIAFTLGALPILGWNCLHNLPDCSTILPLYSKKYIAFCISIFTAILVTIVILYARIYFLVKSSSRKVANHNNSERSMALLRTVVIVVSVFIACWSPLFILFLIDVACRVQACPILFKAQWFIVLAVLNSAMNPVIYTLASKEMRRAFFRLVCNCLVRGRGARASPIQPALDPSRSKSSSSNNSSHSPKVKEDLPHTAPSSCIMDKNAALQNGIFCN
PPARg SRC3 recr: PPARgamma agonists recruiting SRC-3 coactivator, primary screen, biochemical | Peroxisome proliferator-activated receptor gamma (Homo sapiens), P37231 | 200,000 tested, 0.26% active | biochemical PPARgamma/SRC-3 coactivator recruitment assay | activation, % at 8 µM; in the data active = activation above about 23%;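 note: 0% = DMSO and 100% = reference agonist; some compounds past the cut are filed as inactive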
Lmaj promast: Leishmania major promastigote growth inhibition, primary screen; Leishmania major promastigotes, resazurin fluorescence viability; inhibition, % at 10 µM; 200,000 tested, 9% active; in the data active = inhibition above about 50%;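 note: promastigotes grown with compound for 44 hours at 28 °C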
ROMK mod: ROMK potassium channel modulators, primary screen, cell-based, thallium flux, MLSMR library; ATP-sensitive inward rectifier potassium channel 1 (Homo sapiens), P48048; Tet-inducible ROMK, thallium flux fluorescence; actives lie on both sides; B-score at 10 µM; 130,000 tested, 2% active; AID 1918, 2009;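 active = signal ratio slope over the read window, or its plate-corrected B-score, at least 3 SD from the plate mean, either direction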;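 note: B-score of the F/F0 ratio slope over 7 to 12 s after thallium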
Target sequence (P48048 whole entry, looked up): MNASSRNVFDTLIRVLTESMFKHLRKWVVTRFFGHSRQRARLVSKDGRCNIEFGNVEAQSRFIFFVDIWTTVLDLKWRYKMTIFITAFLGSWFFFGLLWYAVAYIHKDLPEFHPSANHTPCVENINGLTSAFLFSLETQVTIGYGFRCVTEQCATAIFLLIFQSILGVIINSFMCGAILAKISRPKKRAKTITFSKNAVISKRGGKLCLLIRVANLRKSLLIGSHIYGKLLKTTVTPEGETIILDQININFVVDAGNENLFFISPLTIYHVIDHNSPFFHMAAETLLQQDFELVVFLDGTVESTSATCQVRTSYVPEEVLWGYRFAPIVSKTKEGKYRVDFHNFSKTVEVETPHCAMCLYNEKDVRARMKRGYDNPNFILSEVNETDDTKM
PPARg SRC-1 ag: PPARgamma agonists recruiting SRC-1 coactivator, primary screen, biochemical; PPARgamma-SRC-1 coactivator recruitment biochemical assay; activation, % at 8 µM; 200,000 tested, 0.41% active; in the data active = activation above about 19%;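 note: 0% = DMSO and 100% = reference agonist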
Starred values were filed as active, the others as inactive; . = not tested or not shown.

SMILES	HMGR II inh	RAM inhibit	bIAP inhibitor	DTT redox prof	PPARg SRC2 recr	SRC2 TRFRET art	S1P3 antag	PPARg SRC3 recr	Lmaj promast	ROMK mod	PPARg SRC-1 ag
Cc1ccc(NC(=O)c2cc(S(=O)(=O)N3CCOCC3)ccc2F)c(C)c1	0	2.4	0	0.3	3	1596	-5	-3	3	.	6
CCOC(=O)c1cnn2c(N)c(C#N)nnc12	-1	-1.2	-1	-2.4	5	1419	-2	-1	4	.	4
CCOC(=O)c1ccc(NC(=O)Nc2ccc(F)cc2)cc1	-3	1.0	22	0.1	-4	1474	.	-5	96*	-0.69	0
Cc1cc(C)c2c(=O)[nH]c(SCC(=O)Nc3ccccc3)nc2n1	-6	4.3	8	-0.4	5	1476	-28	5	-18	-1.2	7
CCC(=O)Nc1cccc(NC(=S)NC(=O)c2cccc(C)c2)c1	-5	0.2	-19	0.2	3	1533	11	-1	10	.	-9
CC(C)CCC1=NN(C(=O)c2ccco2)C(O)(C(F)(F)F)C1 (centres undefined)	-2	-1.4	11	-0.6	4	1572	1	4	-3	-0.89	-2
Cc1ccc(C(=O)N/C(=C\c2ccc([N+](=O)[O-])cc2)C(=O)NCCc2ccccc2)cc1	-4	1.7	4	-3.8	0	1368	.	1	-4	.	0
O=C(O)CC(NC(=O)Cc1ccc([N+](=O)[O-])cc1)c1ccc2c(c1)OCO2 (centres undefined)	-1	-0.1	-25	-2.4	0	1533	-10	-4	-2	-0.1	4
O=C(CCCn1c(=O)[nH]c2cc(Cl)ccc2c1=O)NCC1CCCO1 (centres undefined)	2	1.6	6	-0.5	-5	1599	-46	-4	15	1.3	-3
COc1ccc(OCC(=O)N/N=c2\oc3c(OC)cccc3cc2C(N)=O)cc1	0	2.8	15	0.2	5	1597	-12	3	44	0.33	6
Cc1cccc(C(=O)N2CCN=C2SCc2ccc([N+](=O)[O-])cc2)c1	-3	2.4	-14	-0.3	-1	1355	-12	-1	10	-1.8	5
Cc1ccc(NC(=O)c2cc(N3C(=O)CCC3=O)ccc2N2CCOCC2)cc1	-2	2.5	6	-1.2	-7	1309	-12	-5	15	.	-10
O=C(CN1C(=O)COc2ccccc21)N1CCc2ccccc2C1	2	-0.1	2	0.8	-11	1585	.	6	-4	.	-2
O=S(=O)(c1cccc(S(=O)(=O)N2CCCC2)c1)c1cccc(S(=O)(=O)N2CCCC2)c1	-1	2.0	8	1.9	-2	1578	32	0	1	-5.7*	8
CC1(C(=O)OCc2cc(=O)n3cc(Br)ccc3n2)CC1(Cl)Cl (centres undefined)	-4	2.2	2	-0.3	2	1495	-5	-1	7	.	2
CCO[C@H]1OC(C(=O)NC2CC2)=C[C@@H](c2ccc3c(c2)OCO3)[C@@H]1CCCO	0	-1.4	-26	-1.3	6	1444	-10	0	2	.	13
O=C(O)c1nc(-c2ccccc2)n(-c2ccc(Cl)cc2)n1	-8	0.4	6	0.6	2	1605	.	12	-1	.	4
COCCNC(=O)NC(=O)CSc1nc(C)c(C)c(C)n1	-2	1.7	30	12	-5	1414	-2	-2	-4	-0.4	-6
CC(C)N1CCN(Cc2cccn2-c2ccccn2)CC1CCO (centres undefined)	0	1.2	-4	-0.6	8	1500	4	-6	-5	1	4
Clc1ccsc1-c1ccnc(-n2cccc2)n1	3	1.5	-9	-0.3	5	1476	0	4	-2	1.2	-2
CCn1c(CCCOc2ccc(Cl)cc2Cl)nnc1SCC(=O)Nc1cc(F)ccc1C	-7	4.7	-5	0.3	13	1494	0	7	2	.	3
COCCn1c(Cc2ccccc2)nnc1SCC(=O)NC(C)C	-4	-1.0	-1	2.5	-10	1632	-27	-2	-1	0.51	6
O=C(NCc1ccccc1)Nc1cccc2ccccc12	1	3.0	-8	-1.1	3	1608	-10	8	3	-1.1	5
O=C(Nc1ccc(OCC(F)(F)C(F)F)cc1)c1ccncc1	1	-0.9	-8	-0.5	-4	1728	-6	1	0	.	7
CCOc1ccc(Cl)cc1CNCCNCC(C)O (centres undefined)	-5	0.5	0	2.5	-8	1412	.	-4	-2	.	5
Next part:
SMILES	HMGR II inh	RAM inhibit	bIAP inhibitor	DTT redox prof	PPARg SRC2 recr	SRC2 TRFRET art	S1P3 antag	PPARg SRC3 recr	Lmaj promast	ROMK mod	PPARg SRC-1 ag
CCN(CC)C(=O)CSc1nc2ccccc2c(=O)n1CCC(=O)NCc1ccc(F)cc1	3	-0.7	-14	2.9	8	1592	-4	0	-3	.	-2
Cc1onc(-c2ccccc2)c1C(=O)NCCc1ccc(Cl)cc1	-2	1.2	10	-3.5	4	1741	.	6	-8	.	2
O=C(NCC12CC3CC(CC(C3)C1)C2)c1nn2cccnc2c1Cl	-1	0.9	-4	0.2	4	1458	.	-6	4	0.65	5
Cc1cc(C)c2cc3c(N)c(C(=O)Nc4c(C)[nH]c(=O)[nH]c4=O)sc3nc2c1	-1	4.0	-5	0.9	3	1519	0	-2	-3	.	0
Oc1cccc(NC(=S)Nc2ccc(SC(F)F)cc2)c1	-4	0.8	-11	0.6	5	1569	-6	3	61*	0.26	5
FC(F)(F)c1cc(Sc2ccccc2)nc(-c2ccccn2)n1	0	-0.9	-2	2.6	1	1491	.	6	3	.	-5
CCCn1c(-c2ccc(OC)cc2)nc2c(=O)n(C)c(=O)[nH]c21	1	1.2	8	-2.8	2	1786	.	1	0	.	10
NS(=O)(=O)c1ccc(-c2ccc(C=O)o2)cc1	-7	-0.4	-4	-0.6	-12	1545	3	-3	1	0.023	0
Cn1c(=O)c2c(nc(-n3ccnc3)n2C)n(C)c1=O	-3	1.5	-1	-3.3	11	1674	-16	3	1	.	3
Cc1ccc(-c2cc(-c3cccc(F)c3)n[nH]2)c(O)c1	-1	2.5	-16	0.4	8	1430	10	6	24	.	4
CCS(=O)(=O)Nc1ccc(C(=O)OC)cc1	-2	2.1	2	1.5	11	1530	-43	2	-10	-0.35	2
CC(C)c1ccc2[nH]c(O)c(N=NC(=O)c3cccc(S(=O)(=O)Nc4ccccc4Cl)c3)c2c1	-3	5.4	-21	0.2	0	1506	-13	0	1	0.51	0
Cc1ccc(-n2nc(C)c(C(=O)O)n2)c(C)c1	-2	1.1	7	-0.2	1	1765	-9	2	-8	.	5
CCCCNC(=O)/C(C#N)=C/c1ccc2c(c1)OCCO2	0	-0.5	-50	0.2	-2	1768	2	7	-1	.	5
COc1ccccc1NC(=O)C1=C(C)Nc2nnnn2C1c1cccc(C)c1 (centres undefined)	2	4.0	8	-2.2	4	1629	-1	-8	39	.	14
O=C(COC(=O)[C@H](Cc1ccccc1)N1C(=O)c2ccccc2C1=O)Nc1ccc2c(c1)OCO2	-4	3.6	9	0.0	6	1664	.	-2	99*	0.046	5
COc1ccc(Cl)cc1NC(=O)CSc1nnc(COc2ccccc2)n1C	-2	2.3	-2	1.5	5	1478	-41	1	3	.	4
CC(NC(=O)C1CCCN1S(=O)(=O)c1cccc2cccnc12)c1ccccc1 (centres undefined)	-2	0.7	6	1.6	2	1689	.	1	-3	.	12
CCN(CC)C(=O)CSc1nc2ccccc2o1	-4	-0.1	13	-0.4	1	1592	.	11	-5	.	-2
COCC(O)CSc1nc(C)[nH]c1[N+](=O)[O-] (centres undefined)	-9	0.7	14	0.3	-3	1585	.	2	-2	-0.13	-4
O=C(NCCN1CCOCC1)c1nn2c(c1Cl)NC(c1ccccc1)CC2C(F)(F)F (centres undefined)	-3	1.9	-4	2.3	-8	1450	13	-4	-3	0.23	-3
Cc1ccc(N2C(=O)NC(NC(=O)c3ccc(Cl)cc3)(C(F)(F)F)C2=O)cc1 (centres undefined)	-1	0.9	26	0.0	-4	1488	-10	3	50	0.0012	2
O=C(Nc1ccc2c(c1)OCCO2)c1ccc(S(=O)(=O)N2CCCCC2)cc1	-6	3.7	1	-0.1	2	1530	9	1	29	.	0
CC(=O)c1cc(C(=O)Nc2ccccc2C(=O)O)oc1C	-1	2.6	14	0.1	-1	1443	11	-5	14	0.52	-4
CCn1cc(C(=O)OCC(=O)c2cc(C)n(-c3ccccc3F)c2C)c(=O)c2ccc(C)nc21	-6	2.1	7	0.0	-5	1404	-8	-1	53*	.	2
Cc1c(NC(=O)CSc2nc3ccccc3[nH]2)c(=O)n(-c2ccccc2)n1C	0	0.1	-30	1.6	5	1756	-17	-5	-8	.	5

Rewritten as a markdown table: part of the list above.
| mol | HMGR II inh | RAM inhibit | bIAP inhibitor | DTT redox prof | PPARg SRC2 recr | SRC2 TRFRET art | S1P3 antag | PPARg SRC3 recr | Lmaj promast | ROMK mod | PPARg SRC-1 ag |
| --- | --- | --- | --- | --- | --- | --- | --- | --- | --- | --- | --- |
| CC(NC(=O)C1CCCN1S(=O)(=O)c1cccc2cccnc12)c1ccccc1 (centres undefined) | -2 | 0.7 | 6 | 1.6 | 2 | 1689 | . | 1 | -3 | . | 12 |
| CC(=O)c1cc(C(=O)Nc2ccccc2C(=O)O)oc1C | -1 | 2.6 | 14 | 0.1 | -1 | 1443 | 11 | -5 | 14 | 0.52 | -4 |

Compounds from the list above containing an NH in an aromatic ring:
SMILES	HMGR II inh	RAM inhibit	bIAP inhibitor	DTT redox prof	PPARg SRC2 recr	SRC2 TRFRET art	S1P3 antag	PPARg SRC3 recr	Lmaj promast	ROMK mod	PPARg SRC-1 ag
Cc1cc(C)c2c(=O)[nH]c(SCC(=O)Nc3ccccc3)nc2n1	-6	4.3	8	-0.4	5	1476	-28	5	-18	-1.2	7
O=C(CCCn1c(=O)[nH]c2cc(Cl)ccc2c1=O)NCC1CCCO1 (centres undefined)	2	1.6	6	-0.5	-5	1599	-46	-4	15	1.3	-3
Cc1cc(C)c2cc3c(N)c(C(=O)Nc4c(C)[nH]c(=O)[nH]c4=O)sc3nc2c1	-1	4.0	-5	0.9	3	1519	0	-2	-3	.	0
CCCn1c(-c2ccc(OC)cc2)nc2c(=O)n(C)c(=O)[nH]c21	1	1.2	8	-2.8	2	1786	.	1	0	.	10
Cc1ccc(-c2cc(-c3cccc(F)c3)n[nH]2)c(O)c1	-1	2.5	-16	0.4	8	1430	10	6	24	.	4
CC(C)c1ccc2[nH]c(O)c(N=NC(=O)c3cccc(S(=O)(=O)Nc4ccccc4Cl)c3)c2c1	-3	5.4	-21	0.2	0	1506	-13	0	1	0.51	0
COCC(O)CSc1nc(C)[nH]c1[N+](=O)[O-] (centres undefined)	-9	0.7	14	0.3	-3	1585	.	2	-2	-0.13	-4
Cc1c(NC(=O)CSc2nc3ccccc3[nH]2)c(=O)n(-c2ccccc2)n1C	0	0.1	-30	1.6	5	1756	-17	-5	-8	.	5
